USP1-UAF1 inh: inhibitors of human USP1/UAF1 deubiquitinase; O94782; recombinant USP1/UAF1, Ub-Rhodamine cleavage fluorescence; Potency, µM (doses to about 57.1 µM), for inactives: at the highest dose activity change, negative = inhibition, most hits filed as inhibitors; 0.23% of 390,000 active; further: potency means the concentration at half of the fitted maximal effect; on the % scale 0 is the no-effect control and ±100 the full control effect; nearly all actives have a fitted effect of over 60% in size; inactives centre near -12
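High-throughput fluorogenic screen: 1nM USP1/UAF1 complex, Ub-Rho substrate 150nM final, 50mM HEPES pH 7.8 with 0.5mM EDTA, 0.1 mg/ml BSA, 1mM TCEP and 0.01% Tween-20.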
mIDH1 inhibitor: human IDH1 R132H inhibition; Potency, µM (highest dose often 76.6 µM), inactives show at the highest dose activity change, negative = inhibition, usual class: inhibitors; IDH1-R132H enzyme, NADPH consumption, diaphorase/resazurin fluorescence; AID 602179; 0.093% of 390,000 active; O75874; further: potency means the concentration at half of the fitted maximal effect; on the % scale 0 is the no-effect control and ±100 the full control effect; nearly all actives have a fitted effect of over 65% in size
Target sequence (O75874 whole entry R132H, stated change not applied): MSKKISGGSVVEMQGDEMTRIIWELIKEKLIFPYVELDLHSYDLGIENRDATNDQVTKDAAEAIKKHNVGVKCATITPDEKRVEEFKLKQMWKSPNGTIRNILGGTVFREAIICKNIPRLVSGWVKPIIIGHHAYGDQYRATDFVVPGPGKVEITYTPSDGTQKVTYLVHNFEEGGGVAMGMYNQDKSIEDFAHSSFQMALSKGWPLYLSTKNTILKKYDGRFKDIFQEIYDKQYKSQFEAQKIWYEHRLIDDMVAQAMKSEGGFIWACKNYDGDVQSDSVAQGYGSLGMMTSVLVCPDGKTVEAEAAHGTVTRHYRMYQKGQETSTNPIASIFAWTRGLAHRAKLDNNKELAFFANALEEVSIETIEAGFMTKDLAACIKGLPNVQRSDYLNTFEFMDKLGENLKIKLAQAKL
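IDH1-R132H (0.5 ug/mL dispensed) in pH 7.5 Tris buffer was preincubated 30 min with compound, then given a substrate mix of 0.016 mM NADPH and 2 mM alpha-KG for 80 min at room temperature; remaining NADPH was read by diaphorase/resazurin fluorescence.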
D2 antagonist: antagonizes the human D2 dopamine receptor; AID 485344; HEK293 TREx D2 cells, calcium flux, dopamine EC80; P14416; 2% of 340,000 active; inhibition, % at 10 µM; in the data active means inhibition above about 30%; further: 0% is about no effect
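HEK293 T-REx D2 cells, tet-induced, calcium dye no-wash. Cpd pintool add, 180 s kinetic, then EC80 DA, 180 s kinetic. Ca flux read.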
D2 ag: agonists of human D2 dopamine receptor; P14416; HEK293 T-REx D2 cells, calcium flux agonist mode; activation, % at 2 µM; 0.53% of 340,000 active;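 active means activation over 3 SD above normal in the single-dose calcium agonist read, cut at about 30% in these data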; further: 0% is about no effect
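HEK293 Trex D2 cells, tetracycline-induced, o/n 30 C 5% CO2; no-wash Ca dye, RT 30–90 min; 10-cycle baseline, 23 nl cpd added, kinetic Ca read 180 s; agonist hits = positive Ca response.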
TRHR PAM: TRH receptor (human) allosteric enhancement. TRHR cells, fluo-8 calcium fluorescence, EC20 TRH enhancement. enhancement, % at 2 µM. 0.66% of 360,000 active. P34981; in the data active means enhancement above about 30%; further: 0% is about no effect
Target sequence (P34981 whole entry, looked up): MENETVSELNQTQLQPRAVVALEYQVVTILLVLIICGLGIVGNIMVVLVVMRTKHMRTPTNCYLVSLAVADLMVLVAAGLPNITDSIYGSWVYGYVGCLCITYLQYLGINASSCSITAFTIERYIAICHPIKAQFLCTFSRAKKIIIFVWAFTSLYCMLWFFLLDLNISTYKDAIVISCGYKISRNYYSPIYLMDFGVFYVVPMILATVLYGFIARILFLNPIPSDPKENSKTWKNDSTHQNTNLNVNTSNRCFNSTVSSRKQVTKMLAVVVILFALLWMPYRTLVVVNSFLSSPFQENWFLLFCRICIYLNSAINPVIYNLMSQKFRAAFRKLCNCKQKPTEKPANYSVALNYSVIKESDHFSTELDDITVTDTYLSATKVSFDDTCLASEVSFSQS
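TRHR-expressing cells loaded with fluo-8 calcium dye were read kinetically (ex 480/em 530) during compound addition, then stimulated with an EC20 of TRH (10 nM final). Enhancement of the Gq-mediated intracellular calcium response was scored.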
TrxR1 inh: inhibitors of rat thioredoxin reductase 1; O89049; recombinant rTrxR1, NADPH fluorescence consumption, selenite substrate; Potency, µM (highest dose often 114 µM), without a hit: at the highest dose activity change, negative = inhibition, usual class: inhibitors; 1% of 390,000 active; further: potency means the concentration at half of the fitted maximal effect; on the % scale 0 is the no-effect control and ±100 the full control effect; nearly all actives have a fitted effect of over 65% in size
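Rat TrxR1 (90 nM in the dispensed reagent) was pre-reduced with 400 uM NADPH for 5 min at room temperature, then incubated with compound for 15 min. After 400 uM selenite was added, NADPH fluorescence (Ex 340/Em 450 nm) was followed for 8 min.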
TRHR agonist: agonists of human TRH receptor. TRHR cells, calcium flux fluo-8, FDSS agonist mode. 0.18% of 360,000 active. activation, % at 2 µM. P34981; in the data active means activation above about 30%; further: 0% is about no effect
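TRHR-expressing cells, plated overnight in medium with 10% serum, were loaded with fluo-8 calcium dye at room temperature. After a 10 s baseline, library compound was pin-added and calcium release was recorded kinetically (ex 480/em 530) as agonist response.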
Pin1 inhibitor: blocks the human prolyl isomerase Pin1. AID 504891. Q13526. Potency, µM (doses to about 115 µM), without a hit: at the highest dose activity, negative = inhibition, actives largely listed as inhibitors. 0.009% of 390,000 active. Pin1 FP peptide displacement, HiFluor488, 10 min; active means well fitted inhibition curve with a large enough effect in the polarisation, with a control signal flat, not every such curve was filed as active; inconclusive means small, poorly fitted or top-dose-only effect, or effect the other way, or a change in a side signal; inactive means no such curve, though single readings can be large or run the other way; the % refers to the polarisation; further: potency means the concentration at half of the fitted maximal effect; on the % scale 0 is the no-effect control and ±100 the full control effect
Target sequence (Q13526 whole entry, looked up): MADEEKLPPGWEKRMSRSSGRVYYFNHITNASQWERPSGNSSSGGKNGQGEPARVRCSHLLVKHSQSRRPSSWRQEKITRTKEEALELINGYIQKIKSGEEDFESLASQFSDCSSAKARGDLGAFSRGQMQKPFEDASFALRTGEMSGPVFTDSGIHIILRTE
TrxR1 substrate: substrates of rat thioredoxin reductase 1; 0.01% of 390,000 active; purified TrxR1 substrate turnover, NADPH consumption readout; Potency, µM (highest dose often 114 µM), for inactives: top-dose activity change, negative = substrate turnover; O89049; further: potency means the concentration at half of the fitted maximal effect; on the % scale 0 is the no-effect control and ±100 the full control effect; nearly all actives have a fitted effect of over 50% in size
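Rat TrxR1, dispensed at 90 nM, was prereduced with 400 uM NADPH (final) for 5 min at ~22 deg C, then incubated with compound 15 min before 400 uM selenite. A first-read NADPH fluorescence drop versus no-compound background flagged substrates.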
* marks the source's active call; other numbers are inactive results; u = inconclusive; x = no result given; [ ] = remark or other dose. Unless noted, the call rests on the fitted dose curve; in most records, active means well fitted inhibition curve with a large enough effect; inconclusive means small, poorly fitted or top-dose-only effect; inactive means no such curve, though single readings can be large or run the other way.

SMILES | USP1-UAF1 inh | mIDH1 inhibitor | D2 antagonist | D2 ag | TRHR PAM | TrxR1 inh | TRHR agonist | Pin1 inhibitor | TrxR1 substrate
CCc1cc(C(=O)Cc2nc3ccccc3s2)c(O)cc1OCC(=O)O | -14% | -4% | -45 | -2.4 | 4 | 5% | 0.6 | 32%[activator] | 0%
CCOc1ccccc1Nc1nnc(-c2cc3cc(Cl)ccc3oc2=O)s1 | -5% | 0% | x | 1.5 | -2 | 15%[57.1 µM] | 2.4 | 4% | 6%[57.1 µM]
CN(C(=O)c1c(Cl)nc2sccn12)C1CCCCC1 | -11% | 4% | 0 | -2.5 | -1 | 7% | -0.3 | u | 11%
O=C(COc1ccccc1)OCc1cc(-c2ccco2)on1 | -3% | -1% | 1 | 1.3 | -1 | -26% | -0.1 | 1% | 0%
CCOc1ccc(NC(=O)CCc2c(C)noc2C)cc1OC | -12% | -1% | -13 | -0.2 | 1 | 15% | -0.1 | -3% | -4%
Cn1nc(C(=O)Nc2ccc(S(=O)(=O)N3CCCCC3)cc2)ccc1=O | -1% | -1% | 0 | 1.1 | 2 | -3% | 0.9 | 3% | -9%
CCn1nc(NC(=O)c2ccncc2)c2cc3ccccc3nc21 | -19% | 2% | 14 | 0.0 | 4 | -8% | -0.5 | u | -6%
O=C(NCc1ccccc1)C(c1ccccn1)N(C(=O)c1csnn1)c1ccccc1F (stereo not given) | -17% | -2% | -14 | -0.4 | -2 | 5%[57.1 µM] | -0.2 | -2% | 0%[57.1 µM]
CCOc1cccc(-c2nn3c(-c4ccccn4)nnc3s2)c1 | 0% | 9% | 18 | 0.6 | -6 | 24% | -1.5 | 5% | 6%
O=C(Nc1cccnc1)c1cccs1 | -5% | 7% | -2 | 0.2 | -8 | 7% | 0.2 | -1% | -4%
COC(=O)c1ccc(COC(=O)c2cnc(Cl)c(Cl)c2)cc1 | -18% | -5% | -10 | -2.3 | 1 | -5% | -1.6 | u | -10%
Cc1ccc(SC(C)C(=O)NC2CC2)cc1 (stereo not given) | -24% | -1% | -19 | -0.7 | -3 | 0% | 0.0 | -6% | -4%
C=CCc1cccc(Cl)c1OCCCNC1CCCC1 | -14% | 2% | 24 | -1.0 | 1 | 21% | 0.9 | -18% | 1%
CC(C)c1nnc(NC(=O)c2nc(S(=O)(=O)Cc3ccc(F)cc3)ncc2Cl)s1 | -20% | 5% | -12 | -0.7 | 8 | 32µM* | 1.4 | -6% | 5%
COc1cccc(Cc2nc3ccccc3nc2SCC(=O)N2CCCc3ccccc32)c1 | -16% | 20% | x | 27 | 3 | 15%[57.1 µM] | 0.8 | 29% | 12%[57.1 µM]
Cc1ccc(S(=O)(=O)N2CCN(C(=O)CN3CCN(c4ccc(O)cc4)CC3)CC2)cc1 | -12% | 3% | x | x | x | 7% | x | 0% | 0%
O=C(CN(C(=O)c1csnn1)c1cccc(C(F)(F)F)c1)NCCc1ccccc1 | -23% | -9% | -15 | 0.7 | 7 | -2%[57.1 µM] | 0.1 | 4% | 1%[57.1 µM]
Cc1ccc(C(=O)OC2CCOC2=O)cc1NC(=O)c1ccco1 (stereo not given) | 8% | 1% | 35* | 1.3 | 3 | 19%[57.1 µM] | 0.0 | 1% | 15%[57.1 µM]
CCCC(CCC)C(=O)Nc1ccc2c(c1)N(C(=O)CCN1CCN(C)CC1)c1ccccc1CC2 | -15% | -3% | 0 | 0.0 | -6 | 12%[57.1 µM] | 0.2 | 2% | 4%[57.1 µM]
CCCn1c(-c2ccncc2)n[nH]c1=S | 0% | -1% | -7 | 0.9 | -2 | -23%[57.1 µM] | 0.6 | -8% | -10%
O=C(Nc1cc(C(F)(F)F)ccc1N1CCOCC1)c1ccc[n+]([O-])c1 | -3% | -5% | 9 | -0.3 | -2 | 6%[57.1 µM] | 0.1 | 12% | -2%[57.1 µM]
COc1ccc(CN2CCCCCC2)c(C)c1C | 1% | -3% | -18 | -0.2 | -5 | 13% | 0.4 | -10% | 1%
O=C1CC(/C=C/c2ccccc2)(C(=O)NC2CCCC2)N1c1ccc(S(=O)(=O)N2CCCC2)cc1 (stereo not given) | -6% | 0% | 7 | -2.4 | 8 | -3% | -0.6 | 3% | -11%
O=C(/C=C/c1ccco1)NC(=S)Nc1ccc(N2CCCC2)cc1 | 3% | 3% | -4 | -0.5 | 2 | 50µM* | 0.6 | 2% | -18%
O=C(NCCN1CCCC1=O)C1CCC(=O)N(CCc2ccc(Cl)cc2)C1 (stereo not given) | 0% | -4% | -7 | 0.3 | 1 | -24% | 0.9 | 1% | -17%
CCOC(=O)/C(=C\C=C1/Sc2cc(OCC)c(OCC)cc2N1CC)C(C)=O | 25µM* | 3% | 65* | 100* | 19 | -6%[57.1 µM] | 160* | u | 1%[57.1 µM]
Cc1ccc(N=C2NC(=O)/C(=C/C=C/c3ccco3)S2)cc1C | -11% | 1% | -3 | -1.0 | 20 | u | -0.2 | 91%[activator] | -16%
O=C(C1CCCN(S(=O)(=O)c2ccccc2)C1)N1CCCc2ccccc21 (stereo not given) | -6% | -8% | 7 | -0.1 | -4 | -6% | -0.2 | 0% | -13%
CCOc1ccccc1OCCCCCc1c(C)n[nH]c1C | -17% | 7% | -2 | -0.1 | -4 | 7%[57.1 µM] | -1.7 | -2% | 3%[57.1 µM]
Cc1ccc(C)c(OCC(=O)N(Cc2ccccc2)c2c(N)n(Cc3ccccc3)c(=O)[nH]c2=O)c1 | -3% | 1% | x | x | x | -2% | x | -3% | -7%

Given as comma-separated lines: part of the list above
Compound,USP1-UAF1 inh,mIDH1 inhibitor,D2 antagonist,D2 ag,TRHR PAM,TrxR1 inh,TRHR agonist,Pin1 inhibitor,TrxR1 substrate
CCOC(=O)/C(=C\C=C1/Sc2cc(OCC)c(OCC)cc2N1CC)C(C)=O,25µM*,3%,65*,100*,19,-6%[57.1 µM],160*,u,1%[57.1 µM]
O=C1CC(/C=C/c2ccccc2)(C(=O)NC2CCCC2)N1c1ccc(S(=O)(=O)N2CCCC2)cc1 (stereo not given),-6%,0%,7,-2.4,8,-3%,-0.6,3%,-11%
O=C(COc1ccccc1)OCc1cc(-c2ccco2)on1,-3%,-1%,1,1.3,-1,-26%,-0.1,1%,0%

Next entries
SMILES | USP1-UAF1 inh | mIDH1 inhibitor | D2 antagonist | D2 ag | TRHR PAM | TrxR1 inh | TRHR agonist | Pin1 inhibitor | TrxR1 substrate
O=C(CSc1ncnc2c1oc1ccccc12)Nc1nccs1 | -20% | -1% | -29 | 0.1 | 5 | 11% | 1.5 | u | 8%
Cc1ccc(Cn2c(SCC(=O)N/N=C/c3ccccc3OCC(=O)O)nc3ccccc32)cc1 | -14% | -4% | 9 | -1.2 | -3 | 21% | -2.2 | 1% | 7%
Cc1cccc(N(Cc2ccccc2)C(=O)c2ccc(CS(C)(=O)=O)cc2)c1 | -20% | 7% | -5 | -1.0 | -8 | 17% | -0.9 | -1% | 4%
Cc1nn(Cc2ccc([N+](=O)[O-])cc2)c(=O)n1-c1ccc(Cl)cc1 | -12% | 8% | 5 | -0.8 | -4 | 37%[activator][57.1 µM] | -0.7 | 2% | -1%[57.1 µM]
Cc1cccc(Cn2c(=O)n(Cc3ccccc3)c(=O)c3sc4ccccc4c32)c1 | -22% | -1% | x | -0.3 | 1 | 11% | 1.7 | -1% | 5%
Cc1cc(NC(=O)CCC(=O)N(c2cccnc2)C(C(=O)NC2CCCC2)c2ccccc2)no1 (stereo not given) | -7% | u | 5 | 0.5 | 8 | -2% | 0.3 | 2% | -5%
O=C(Cn1ncc2c3ccccc3n(Cc3ccc(Cl)cc3)c2c1=O)NC1CCCCCC1 | u | -15% | x | -0.3 | 15 | 13% | 1.0 | u | 4%
COc1ccc2c(=O)cc(-c3ccccc3F)oc2c1 | -3% | 14% | -12 | 0.4 | -3 | 6%[57.1 µM] | -1.2 | 9% | 15%
Cc1cc(S(=O)(=O)N(Cc2ccc(F)cc2)CC2CCCO2)ccc1-n1cnnn1 (stereo not given) | -9% | 3% | -8 | -1.1 | -3 | 12% | -0.3 | -5% | 9%
COc1ccc(C)cc1N(CC(=O)N1CCCCCC1)S(=O)(=O)c1ccc(C)cc1 | -23% | 6% | 6 | 1.1 | -2 | -6% | 13 | -4% | -4%
Cc1ccc(N2C(=O)CSC23C(=O)N(CC(=O)NCCc2ccccc2)c2ccccc23)cc1C (stereo not given) | -18% | 0% | x | 0.6 | -10 | 9% | -0.6 | 7% | 4%
COC(=O)C1CCN(C(=O)Nc2ccccc2)CC1 | -3% | 11% | -4 | -0.5 | -5 | 15%[57.1 µM] | 0.1 | -5% | -11%[57.1 µM]
CC1CN(C(=O)c2ccn(C)n2)CC(C)O1 (stereo not given) | -14% | -3% | 2 | 0.6 | 0 | -9% | 0.0 | 4% | -4%

Entries of single compounds, quoted from the list:
`Cc1nn(Cc2ccc([N+](=O)[O-])cc2)c(=O)n1-c1ccc(Cl)cc1` in the list: USP1-UAF1 inh: -12%; mIDH1 inhibitor: 8%; D2 antagonist: 5; D2 ag: -0.8; TRHR PAM: -4; TrxR1 inh: 37%[activator][57.1 µM]; TRHR agonist: -0.7; Pin1 inhibitor: 2%; TrxR1 substrate: -1%[57.1 µM]
`O=C(Cn1ncc2c3ccccc3n(Cc3ccc(Cl)cc3)c2c1=O)NC1CCCCCC1` in the list: USP1-UAF1 inh: u; mIDH1 inhibitor: -15%; D2 antagonist: x; D2 ag: -0.3; TRHR PAM: 15; TrxR1 inh: 13%; TRHR agonist: 1.0; Pin1 inhibitor: u; TrxR1 substrate: 4%
`Cc1cc(NC(=O)CCC(=O)N(c2cccnc2)C(C(=O)NC2CCCC2)c2ccccc2)no1` (stereo not given) in the list: USP1-UAF1 inh: -7%; mIDH1 inhibitor: u; D2 antagonist: 5; D2 ag: 0.5; TRHR PAM: 8; TrxR1 inh: -2%; TRHR agonist: 0.3; Pin1 inhibitor: 2%; TrxR1 substrate: -5%

Compound activity: PubChem, National Center for Advancing Translational Sciences (NCATS)

A portion of the library; the hit share may differ from the screen's.
